# S1P3 antag – S1P3 receptor antagonists, primary screen, cell-based. Sphingosine 1-phosphate receptor 3 (Homo sapiens), Q99500. CHO S1P3 NFAT-BLA reporter, FRET fluorescence, antagonist mode. inhibition, % at 4.98 µM. hit rate 0.27% among 170,000;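 active = inhibition above the plate cutoff, the mean inhibition of test wells on that plate plus 3 SD, cut at about 28% in these data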;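 also: cells challenged with S1P at its EC80 of 0.8 µM; blue over green emission ratio from cleaved BLA substrate after 4 h stimulation; 0% = S1P-stimulated wells and 100% = unstimulated DMSO-only wells; some compounds past the cut are filed as inactive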
# Target sequence (Q99500 whole entry, looked up): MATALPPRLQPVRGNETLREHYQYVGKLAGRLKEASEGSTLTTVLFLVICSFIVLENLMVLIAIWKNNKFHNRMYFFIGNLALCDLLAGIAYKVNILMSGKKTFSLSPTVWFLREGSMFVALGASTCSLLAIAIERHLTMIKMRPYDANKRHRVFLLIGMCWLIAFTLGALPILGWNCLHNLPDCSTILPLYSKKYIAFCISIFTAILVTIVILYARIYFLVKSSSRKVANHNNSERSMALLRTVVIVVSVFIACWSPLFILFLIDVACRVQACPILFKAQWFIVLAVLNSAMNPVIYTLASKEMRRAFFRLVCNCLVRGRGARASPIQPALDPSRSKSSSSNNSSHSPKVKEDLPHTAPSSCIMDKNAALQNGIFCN
# Active calls of the source: *.
SMILES,S1P3 antag
CCCCC1(C)OC(=O)C(=Cc2ccc(-c3ccc(Cl)c(C(=O)O)c3)o2)C(=O)O1 (stereo not drawn),8
NC(=O)c1ccc(NC(=O)CCNC(=O)c2ccco2)cc1,-7
NC(=O)c1nn(-c2ccccc2)nc1NC(=O)CN1CCOCC1,-8
O=C(NCc1ccc(Cl)cc1)c1cc(=O)[nH]c2ccc(S(=O)(=O)N3CCOCC3)cc12,-13
COc1ccc(NC(=O)CC2C(=O)NCCN2C(=O)c2ccc(N(C)C)cc2)cc1 (stereo not drawn),-5
O=C(CC1C(=O)NCCN1Cc1ccc(-c2ccccc2)cc1)NCCCn1ccnc1 (stereo not drawn),-10
CCN(CC)C(=O)CN1C(=O)/C(=C/c2ccccc2)SC1=S,0
Cc1ccc(Cc2c(C)c(C#N)c3[nH]c4ccccc4n3c2=O)cc1,2
CCCNC(=S)Nc1ccc(F)cc1F,5
CCN1CCN(c2nc(Nc3ccccc3F)nc(N)c2[N+](=O)[O-])CC1,3
CCCCOC(=O)c1nnc(-c2ccccc2)o1,-6
CCOC(=O)C(=CNNc1ccsc1C(=O)OC)C(=O)OCC,-22
Cc1sc2ncnc(N(C)CCc3ccccn3)c2c1C,6
Cc1c(C(=O)Nc2cccc(S(=O)(=O)N3CCCC3)c2)oc2ccccc12,7
CN1CCN(c2oc(-c3ccc([N+](=O)[O-])cc3)nc2C#N)CC1,13
CC(C)NS(=O)(=O)c1ccc(NC(=O)c2cccnc2)cc1,-2
COc1ccc(C(=O)OCC(=O)c2ccc(C)c(S(=O)(=O)N3CCOCC3)c2)cc1OC,3
O=C(Cc1nc2ccccc2[nH]1)c1ccc([N+](=O)[O-])cc1,-1
C#CCOC(=O)Nc1ccc(OCC(F)(F)F)nc1,2
CC(C)n1c(O)c(N=NC(=O)CNC(=O)CCc2ccccc2)c2ccccc21,-8
COC(=O)CC1C(=O)NC2CCCCC2N1C(=O)CCl (stereo not drawn),1
CC(=O)/C(N=Nc1nc2c([nH]1)c(=O)n(C)c(=O)n2C)=C(\C)O,-9
CCOP(=O)(Nc1ccc2oc(=O)c3ccccc3c2c1)OCC,12
O=C(Nc1ccc(S(=O)(=O)N2CCOCC2)cc1)c1ccc(=O)[nH]c1,-8
COc1ccc(S(=O)(=O)N2CCN(c3ccccn3)CC2)cc1[N+](=O)[O-],8
SMILES,S1P3 antag
O=C1SCCC1NC(=O)C(c1ccccc1)c1ccccc1 (stereo not drawn),2
C#CCSc1nnnn1-c1ccc(Br)c(C)c1,6
N#Cc1ccc(C(=O)OCC(=O)Nc2ccc(S(N)(=O)=O)cc2)cc1,-11
CCOc1cc(C(=O)CCC(=O)OCC(=O)NC(=O)NCC(C)C)ccc1O,-9
CCCS(=O)(=O)N1CCN(C2Cc3ccccc3C2)CC1,1
CC(=O)c1c(C)[nH]c(=S)c(C#N)c1-c1ccc(F)cc1,-6
COCCN(C(=S)Nc1ccc(Cl)cc1OC)C1CCN(C(C)=O)CC1,-10
CC(C)c1ccc(NC(=S)N2CCCC(c3ccc(F)cc3)=N2)cc1,5
COc1ccc2[nH]c(C(=O)Nc3ccc(C)c(F)c3)cc2c1,-3
O=P(Cc1cc(Br)cc(Br)c1OCCO)(c1ccccc1)c1ccccc1,1
Cc1cc(N/N=C/c2cccc([N+](=O)[O-])c2)nc(-n2nc(C)cc2C)n1,-9
COc1ccc(S(=O)(=O)N(C)C)cc1NC(=O)COC(=O)c1nc2nccc(C)n2n1,-4
N#CC1(c2ccccc2)CCC(=O)N1c1ccccc1 (stereo not drawn),-4
CNc1nnc(-c2ccco2)s1,-1
Cc1c2n(c3ccccc13)CC/C2=N\O,6
Cc1occc1C(=O)N/N=C/c1ccccc1[N+](=O)[O-],8
O=C(CSc1ccc2nnc(-c3ccccc3)n2n1)N1CCCCC1,-37
CCn1c(SCC(=O)N/N=C\c2ccccc2OCC(=O)O)nnc1-c1ccc(Cl)cc1,1
Cc1oc(C)c(C(=O)O)c1C(=O)O,-5
CCCn1c(=NC(=O)c2ccncc2)c(C(=O)OCC)cc2c(=O)n3cccc(C)c3nc21,-7
N#CCc1ccc(OC(=O)c2cccnc2)cc1,-13
Cc1cc(-c2ccccc2)nc2oc3c(c12)NC(=O)CN(c1ccccc1)C3=O,-4
CCOc1ccc2nc(N/C(N)=N/C(=S)Nc3cccc(OC)c3)nc(C)c2c1,3
Cc1ccc(Oc2ncccc2C(=O)NCC(=O)O)cc1,1
Cn1cnc2c(N/N=C/c3cccs3)ncnc21,-9

# The last 6 records of the section above open the next one.
SMILES,S1P3 antag
CCCn1c(=NC(=O)c2ccncc2)c(C(=O)OCC)cc2c(=O)n3cccc(C)c3nc21,-7
N#CCc1ccc(OC(=O)c2cccnc2)cc1,-13
Cc1cc(-c2ccccc2)nc2oc3c(c12)NC(=O)CN(c1ccccc1)C3=O,-4
CCOc1ccc2nc(N/C(N)=N/C(=S)Nc3cccc(OC)c3)nc(C)c2c1,3
Cc1ccc(Oc2ncccc2C(=O)NCC(=O)O)cc1,1
Cn1cnc2c(N/N=C/c3cccs3)ncnc21,-9
CC(C)c1ccc(NNC(=O)C2CCC2)cc1,6
O=C(COC(=O)c1ccc(Cl)cc1O)NCCN1C(=O)CSC1=O,-1
CCc1ccccc1NNC(=O)c1cc(C)on1,8
O=c1c(-c2ccc(Br)cc2)[n+]([O-])c2ccccc2n1OCc1ccccc1,-3
O=[N+]([O-])c1cccc(/C=C/c2ccccn2)c1,17
O=C1OC(/C(=C\Nc2ccccc2)[N+](=O)[O-])c2ccccc21 (stereo not drawn),-10
O=C(Nc1ccccc1C(F)(F)F)N1CCCC1c1cccnc1 (stereo not drawn),-6
FC(F)(F)c1ccc(Sc2n[nH]c(C(F)(F)F)n2)nc1,-1
O=C(Nc1nnc(COc2ccc(F)cc2)s1)c1ccco1,1
COc1ccc2nc(N3CCCCC3)c(/C=C3\SC(=S)NC3=O)cc2c1,6
NC(=O)N/N=C/C=C/c1ccc(F)cc1,-8
Cn1ncc2c(Nc3ccc(Br)cc3)nc(Nc3ccc(Br)cc3)nc21,-8
C/C(=N/NC(=O)CNC(=O)c1cccnc1)c1ccco1,-8
CCCc1nc(SCC(=O)NCc2ccc3c(c2)OCO3)c2c(=O)n(C)c(=O)n(C)c2n1,9
Cc1cccc(NC(=O)c2cc3ccccc3c(=O)o2)n1,-6
CCCOC(=O)c1ccc(Oc2cn[nH]c2-c2ccc(O)cc2O)cc1,-1
Cc1nc(N)nc(N/N=C/c2ccccc2)n1,-29
O=C1NC(=O)/C(=C/c2ccc(OS(=O)(=O)c3ccc(F)cc3F)cc2)N1,-11
COc1ccccc1C(=O)Nc1cccc(Oc2c(F)c(F)c(F)c(F)c2F)c1,3
COc1ccc(-c2cc(C(=O)Nc3ccc(S(=O)(=O)Nc4ncccn4)cc3)c3ccccc3n2)cc1,-5
Cc1ccc(S(=O)(=O)Oc2cc(N)c3c(n2)CCC3)cc1,1
CN(C)S(=O)(=O)c1cccc(NC(=O)COC(=O)c2cc(=O)c3ccccc3o2)c1,5
Cc1onc(-c2c(Cl)cccc2Cl)c1C(=O)Nc1ccc(N2CCOCC2)cc1,7
O=C(Nc1ccccc1C(=O)Nc1nnc(C(F)(F)F)s1)c1ccccc1,-6
CCOC(=O)c1c(C)n(C)c2cc(Br)c(O)c(O)c12,5
SMILES,S1P3 antag
COc1ccc(C(=O)C[n+]2ccc(-c3nnc4n3CCCCC4)cc2)cc1,-6
CC(=O)OCCOCn1cnn2c(=O)c(Br)c(C)nc12,-1
COc1ccc(CNc2nc3nc(C)c(Cl)c(C)n3n2)cc1,0
O=C(Nc1ccccc1)Nc1ccc2ccccc2c1,2
O=C(N/N=C\c1cc(Br)c(Br)o1)C1COc2ccccc2O1 (stereo not drawn),7
O=C(Nc1cccc([N+](=O)[O-])c1)C1C2CC/C=C\CCC21 (stereo not drawn),8
CCOC(=O)c1c(NC(=O)c2ccno2)c2cc([N+](=O)[O-])ccc2n1C,3
Cn1c(SCc2ccc(Br)cc2)nnc1-c1ccccn1,3
CCOC(=O)C1(Cc2cccc(OC)c2)CCN(Cc2ccon2)CC1,6
Cc1cc(CN(C)Cc2cn(C)nc2-c2ccc(Oc3ccccc3)cc2)on1,7
COc1ccc(-c2n[nH]c(C)c2-c2cscn2)c(O)c1,-2
O=C1C[C@H]2[C@H](CO)[C@@H](OC(=O)c3ccc(-c4ccccc4)cc3)C[C@H]2O1,-12
O=C1SC(Cc2ccccc2)C(=O)N1c1ccccc1 (stereo not drawn),4
O=C(CCc1nnc(CCCCc2ccccc2)o1)N1CCN(CCO)CC1,-18
CCCCSc1ncnc2[nH]ncc12,3
O=C(Nc1ccc2ccccc2c1)N1CCCN(CCOc2ccccc2)CC1,1
COC(=O)Cn1cnc2c(nnn2-c2cccc(Cl)c2)c1=O,13
CC(=O)N1CSCC1C(=O)NNS(=O)(=O)c1cccc(C(F)(F)F)c1 (stereo not drawn),-7
CSCCC(NS(=O)(=O)c1ccc(F)cc1)C(=O)NCc1ccc(S(N)(=O)=O)cc1 (stereo not drawn),-7
CSC1=N/C(=C\c2ccccc2Cl)C(=O)N1N(C)C,0
Cc1cc2c(sc3c(C)ccc(C)c32)c(C)n1,0
O=C(CCN1CCN(CCO)CC1)Nc1cccc(Br)c1,-5
COc1ccc(Nc2ncnc3sc(-c4ccccc4)cc23)c(OC)c1,3
COC(=O)C1=C(C)Nc2nc3ccccc3n2C1c1ccccc1F (stereo not drawn),-9
CS(=O)(=O)N1N=C(c2ccco2)CC1c1ccccc1Cl (stereo not drawn),0
SMILES,S1P3 antag
COc1cc(Cl)c(CC(=O)c2c[nH]c3ccccc23)cc1OC,7
COc1ccc(NS(=O)(=O)c2ccc(-c3n[nH]c(=S)n3Cc3ccccc3)cc2)cc1,-13
Cc1ccc(/C=N/NC(=O)Cn2nnc(N)n2)cc1,10
OC1(c2ccc(Cl)cc2)CCN(Cc2cn[nH]c2-c2ccccc2)CC1,7
O=C(Cc1cccs1)NCCc1csc(-c2ccccc2)n1,21
C/C=C/c1ccc(OCC(=O)O)c(OC)c1,-11
CCC(=O)Nc1nonc1-c1nc2ccccc2n1Cc1ccc(Cl)c(Cl)c1,-17
O=C(O)c1ccc(S(=O)(=O)NC2CC2)cc1,0
Nc1cccc2c1C(=O)N(C(=O)/C=C/c1cccc(Br)c1)C2=O,-3
O=C(c1ccc(S(=O)(=O)N2CCCCC2)cc1)N(c1ccccn1)C1CCCCC1,2
O=C(Cc1ncon1)Nc1ccc(F)c(F)c1F,7
CC1CN(c2nc3ccccn3c(=O)c2/C=C(\C#N)C(N)=O)CC(C)O1 (stereo not drawn),-3
Clc1ccccc1-c1nnc2n1-c1ccccc1SC2,-13
COCCN1Cc2cccc(C(=O)Nc3ccc(S(=O)(=O)N4CCCCC4)cc3)c2C1=O,-10
CC(=O)Nc1ccc(C)c(NS(=O)(=O)c2cccc(C(F)(F)F)c2)c1,-6
O=C(c1cc(COc2c(F)cccc2F)on1)N1CCSCC1,10
S=c1[nH]nc(-c2ccco2)n1/N=C/c1ccccc1,-7
CCN(c1ccccc1)S(=O)(=O)c1ccc(Cl)c(NC(=O)CN2CCCCCC2)c1,2
O=c1[nH]c(=S)c2ncn(-c3ccccc3)c2[nH]1,2
CCOC(=O)c1c(NC(=O)c2cc(C)on2)c2cc([N+](=O)[O-])ccc2n1C,10
Cc1cc(C)n2nc(C(=O)N/N=C/c3cccc(Cl)c3)nc2n1,-2
COc1ccccc1N(C(=O)CCl)c1cn(C(C)=O)c2ccccc12,2
CNC(=O)c1cc2c(=O)n3cccc(C)c3nc2n1C,7
COc1ccc2nc(NC(=O)c3cccs3)sc2c1,-2
COC(=O)c1cc(C(=O)c2cc(F)ccc2O)cn2c(=O)c3c(C)c(C)sc3nc12,-4

# Another view of some results above:
CCC(=O)Nc1nonc1-c1nc2ccccc2n1Cc1ccc(Cl)c(Cl)c1
- S1P3 antag = -17
O=C(O)c1ccc(S(=O)(=O)NC2CC2)cc1
- S1P3 antag = 0

# An excerpt from above in order of count of non-hydrogen atoms, descending:
SMILES,S1P3 antag
CCN(c1ccccc1)S(=O)(=O)c1ccc(Cl)c(NC(=O)CN2CCCCCC2)c1,2
Nc1cccc2c1C(=O)N(C(=O)/C=C/c1cccc(Br)c1)C2=O,-3
O=C(Cc1ncon1)Nc1ccc(F)c(F)c1F,7

# Remaining list, next part.
SMILES,S1P3 antag
CN(C)CCN(C(=O)c1ccc(S(=O)(=O)N(C)c2ccccc2)cc1)c1nc2cc3c(cc2s1)OCCO3,-6
N=C(N)SCc1ccc(O)c([N+](=O)[O-])c1,-17
CC(=O)N1c2ccc(Cl)cc2C2OCCC2C1c1ccco1 (stereo not drawn),1
COC(=O)/C(C#N)=C(/Nc1ccc(F)c(Cl)c1)C(F)(F)F,6
CCOc1ccc2cc(C3CC(c4ccco4)=NN3S(C)(=O)=O)c(=O)[nH]c2c1 (stereo not drawn),5
O=C(c1ccc(S(=O)(=O)N2CCCC2)cc1)N(Cc1ccco1)C1CCS(=O)(=O)C1 (stereo not drawn),-9
O=C(NCc1ccc2c(c1)OCO2)c1cc(=O)[nH]c2ccccc12,-10
COc1cccc(-c2nc(N3CCCC3)c3ccccc3n2)c1O,-9
CN(C(=O)Cn1cc(C(F)(F)F)ccc1=O)c1c(N)n(Cc2ccccc2)c(=O)[nH]c1=O,-2
N#CCC(=O)Nc1ccc(C(=O)Nc2cccc(S(N)(=O)=O)c2)cc1,-7
O=C(CSc1nccc(-c2cccs2)n1)Nc1ccc(F)c(Cl)c1,10
CC1CCC/C(=N\NS(=O)(=O)c2ccccc2)C1 (stereo not drawn),-14
Cn1c(=O)[nH]c(=O)c2c1nc(CN1CCN(c3ccc(F)cc3)CC1)n2CCN1CCOCC1,22
Cc1cc(NC(=O)NC(C)(C(F)(F)F)C(F)(F)F)no1,-1
COc1ccc(CNC(=O)Nc2cc(C)cc(C)c2)cc1,5
Cc1ccc(S(=O)(=O)N/N=C2/CC(=O)CC(C)(C)C2)cc1[N+](=O)[O-],5
CCC(NC(=O)NNC(N)=S)(C(F)(F)F)C(F)(F)F,-14
COC(=O)c1[nH]c2ccccc2c1NC(=O)c1ccccc1F,-11

# Screens from PubChem.

# Not all compounds are listed (hit frequency here may not be typical).
